From PubChem
Pf Dd2 inh: inhibitors of Plasmodium falciparum Dd2 growth; P. falciparum Dd2 growth, SYBR Green, 72 h; Potency, µM (doses to about 28.9 µM), without a hit: at the highest dose activity, negative = inhibition, most hits filed as inhibitors; 4.3% of 120,000 active; active = well fitted inhibition curve with a large enough effect; inconclusive = small, poorly fitted or top-dose-only effect; inactive = no such curve, though single readings can be large or run the other way;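 note: plate controls were DMSO vehicle for no effect and reference drug for full effect; nearly all actives have a fitted effect of over 65% in size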
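Infected erythrocytes (Dd2, 0.3% parasitemia, 2.5% hematocrit final) are added to compound in RPMI-1640/Albumax II medium, grown 72 h at 37C in low oxygen, then lysed with saponin/Triton-X containing SYBR Green and read by fluorescence.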
Active calls of the source: *; i = inactive; ? = inconclusive; [ ] = another dose, or the depositor's remark. Potency is the fitted concentration of half-maximal effect.

SMILES	Pf Dd2 inh
CC(Oc1ccccc1)C(=O)N1CCCN(c2cc(-c3ccc(Cl)cc3)[nH]n2)CC1 (stereo unspecified)	?
O=C(c1cc(C2CC2)nc2onc(C3CCNC3)c12)N1CCC(F)CC1 (stereo unspecified)	12%
CCOc1cc(C(=O)NCc2ccc3c(c2)CCN3C(=O)CC)cc(OCC)c1OCC	-1%
CCN(c1ccccc1)S(=O)(=O)c1c(-c2ccc(C)cc2)csc1C(=O)OC	?
CCNC(=O)N1C[C@@H](Oc2ccccc2)C[C@H]1C(=O)N1CCOCC1	2%
CCNC(=O)Cc1ccc(N(Cc2ccc(C)cc2)C(=O)c2ccco2)cc1	i
O=C(CCc1nc2ccccc2s1)N1CCC(c2noc(C3CC3)n2)C1 (stereo unspecified)	i[5.79 µM]
COc1ccc(CN2CC[C@H](c3nc(C)no3)[C@H](NC(=O)C3CC3)C2)cc1	-14%[5.79 µM]
CN1CCC2(CCC1=O)CN(Cc1nc(C(N)=O)no1)CCN2C (stereo unspecified)	-13%
CN1CCN(C(=O)c2ccc(-c3ccc(N4CCSCC4)nc3)cc2)CC1	i
Cc1ccc(-c2cc3c(=O)n(CCNC(=O)Cc4ccc(Cl)cc4)ccn3n2)cc1C	?
O=C(NCCc1noc(-c2ccncc2)n1)NC1CCCCC1	6%
Cc1nn(-c2ccccc2)c2c1N(CCCC(=O)NCc1ccccc1)C(=O)CS2	3%
Cc1ccccc1C(=O)N1CCC(c2nn(Cc3ccccc3)c(=O)[nH]2)CC1	-16%
CC(C)N(Cc1nc(-c2ccc(Cl)cc2)no1)C(=O)c1ccc(C(C)(C)C)cc1	26%
CCOc1ccc(C2C(C(=O)Nc3ccc(OC)cc3)=C(C)Nc3nc(SCc4ccc(Cl)cc4)nn32)cc1 (stereo unspecified)	31%[activator]
O=C(CSc1nc2c(c(=O)[nH]1)CN(Cc1ccc(F)cc1)CC2)Nc1ccccc1Cl	110%[activator]
O=c1c(=O)n(Cc2ccc(Cl)cc2)ccn1Cc1ccc(F)cc1	24%
CCCN1CCCC2(CCN(C(=O)c3cc(CC)[nH]c(=O)c3)C2)C1=O (stereo unspecified)	0%
CCc1nc2c(c(-c3ccc(Cl)cc3)n1)CCN(C(=O)c1ccc(C(F)(F)F)cc1)CC2	?
CCCN1CCC2(CCN(C(=O)Nc3ccc(Cl)cc3)CC2)Oc2ccccc21	-14%
COC(=O)c1cccc(CN2C(=O)SC(Nc3ccc(C)cc3)C2=O)c1 (stereo unspecified)	20%
O=C(c1nnn2cc(-c3ccccc3)[nH]c(=O)c12)N1CCN(C2CCCCC2)CC1	?
Cc1nn2c(c1-c1cccc3cn[nH]c13)N(C(=O)Cc1ccccc1)CCC2	-1%[44.1 µM]
CN(C)CCN(C)[C@@H]1[C@H](O)[C@H](CO)O[C@@H]1CN(Cc1ccc(Cl)cc1)Cc1cccc(Cl)c1	i
SMILES	Pf Dd2 inh
O=C(O)c1ccc(-c2cnccn2)cc1	?
O=C(NC1CCN(c2cc(-c3ccc(F)cc3)[nH]n2)C1)c1ccc2[nH]ccc2c1 (stereo unspecified)	5µM*
CC[C@H]1CN2CC[C@H]1C[C@@H]2CNC(=O)c1ccc2ccccc2c1	i
CCc1ccccc1NC(=O)Nc1c[nH]c(=O)[nH]c1=O	119%[activator]
COc1ccccc1CNC(=O)c1cc2cn(C3CC3)cc2s1	i
Cc1nn(CCC(=O)NCc2ccc(Cl)cc2)c(=O)c2nn(-c3ccccc3)c(C)c12	?
CN(Cc1nc(COc2ccccc2)no1)CC1(N2CCOCC2)CCCCC1	8.9µM*
COCCCNC(=O)c1cn2ccnc(-c3ccc(OC)cc3)c2n1	-10%
COCCNC(=O)[C@@H]1C[C@H](Oc2ccccc2)CN1C(=O)c1cccn1C	-2%
O=C(Cn1cc(S(=O)(=O)N2CCCC2)c(S(=O)(=O)N2CCCC2)c1)Nc1ccccc1	i
Cc1csc(S(=O)(=O)N2CCCC3(CCC(=O)N(CC4CC4)C3)C2)c1 (stereo unspecified)	-26%
N#Cc1ccc(CN2CCCC(c3nc(-c4cccnc4)no3)CCNC(=O)CC2)cc1 (stereo unspecified)	4µM*
O=C1NCCCCCCN(C(=O)NCc2ccc(F)cc2)[C@H]2CCCC[C@@H]12	-15%
CCO[C@@H]1COCC[C@H]1NC(=O)c1ccoc1COc1ccc(C)cc1	-20%
CC(Cc1ccccn1)N(C)C(=O)Cc1ccc(F)c(F)c1F (stereo unspecified)	-7%
c1cn(-c2ccc(-c3cscn3)cc2)c(-c2cc3n(n2)CCCNC3)n1	?
O=C(Nc1cc(Cl)ccc1Cl)C1(c2cccs2)CCOCC1	11%
CC(NC(=O)C1CCN(S(=O)(=O)c2ccccc2)CC1)c1ccccc1 (stereo unspecified)	18%
CS(=O)(=O)N1CCC2(CCC(=O)N(CC3CCCO3)C2)CC1 (stereo unspecified)	-8%
O=c1[nH]c(CN2CCCn3nc(CO)cc3C2)nc2ccsc12	-9%
COC1C(=O)N(c2cccc(F)c2)C12CCN(S(=O)(=O)Cc1ccccc1F)CC2 (stereo unspecified)	?
CN(C)CC(=O)N1CCC2(C1)CN(C)c1ccc(C(=O)Nc3ccccc3)cc12 (stereo unspecified)	i
CSc1cccc(NS(=O)(=O)c2ccc3[nH]cc(C(=O)N4CCCC4)c(=O)c3c2)c1	9%
O=C(CCn1ccn2nc3c(c2c1=O)CCCC3)NCc1ccc(F)cc1Cl	i
Cc1cccc(CC(=O)N2CCC3(CC2)N(C)C(=O)CS3(=O)=O)c1	?

Single entries from the list:
Under Pf Dd2 inh, `O=C(Nc1cc(Cl)ccc1Cl)C1(c2cccs2)CCOCC1` has the entry 11%
Under Pf Dd2 inh, `O=c1[nH]c(CN2CCCn3nc(CO)cc3C2)nc2ccsc12` has the entry -9%

The main list resumes; the 2 compounds before the break are reprinted first.
SMILES	Pf Dd2 inh
O=C(CCn1ccn2nc3c(c2c1=O)CCCC3)NCc1ccc(F)cc1Cl	i
Cc1cccc(CC(=O)N2CCC3(CC2)N(C)C(=O)CS3(=O)=O)c1	?
CC(C)N1C[C@H](O)C[C@H]1c1nnc2n1CCN(C(=O)c1ccc(Cn3ccnc3)o1)CC2	10%
Cn1nc(C2CCN(C(=O)c3ccccc3F)CC2)[nH]c1=O	-11%[44.1 µM]
O=c1c2c(n(Cc3cccnc3)n1CCc1ccccc1)CN(Cc1cccc(O)c1)CC2	-6%
O=C(C1CCCC1)N1CCc2nc(-c3ccc(Cl)cc3)nc(-c3ccccc3)c2C1	i
Cc1ccc(C)c(CSc2cn(CC(=O)N3CCCC3)c3ccccc23)c1	i
Cn1cc(S(=O)(=O)N2CCCCC2)cc1C(=O)N1CCN(c2ccccc2F)CC1	-9%
COCCOC1CN(C2CCN(C(=O)c3nn(C)c4ccccc34)CC2)C12CCCCC2 (stereo unspecified)	?
Cc1ccc(C)c(N2CCN(CCCNC(=O)C3COc4ccccc4C3)CC2)c1 (stereo unspecified)	?
CCn1cc(S(=O)(=O)N2CCC3(CC2)CC(OCC2CC2)CCO3)cn1 (stereo unspecified)	?
CCn1nccc1C(=O)N1CCC(Oc2ccccc2)C1 (stereo unspecified)	i
CN(Cc1ccc2c(c1)OCO2)Cc1cc2n(n1)CCNC2	0%
COc1cccc2c1OCC(C(=O)N1CC(Oc3ccccc3C)C1)C2 (stereo unspecified)	-22%
O=C(c1cccs1)N1CCC(Oc2ccccc2)C1 (stereo unspecified)	?
Cc1ccc(S(=O)(=O)Nc2ccc(C)n(CC(=O)NCc3ccc(F)cc3)c2=O)cc1	-18%
OCC1CCN(c2ccc(-c3nc(CCCc4ccccc4)no3)cn2)CC1	?
CCn1c2ccccc2c2cc(CN3CCN(Cc4cccc(Cl)c4)CC3)ccc21	?
CCOc1ccccc1NC(=O)C(=O)Nc1ccc2nc3n(c(=O)c2c1)CCCCC3	-5%
COc1ccccc1N1CCN(C(=O)C[C@@H]2O[C@H](CNS(=O)(=O)c3ccccc3)[C@@H](O)[C@H]2O)CC1	46%[activator]
CC(NC(=O)CN1C(=O)NC2(CCS(=O)(=O)CC2)C1=O)c1ccccc1 (stereo unspecified)	15%
CCCCN(CC)C(=O)CSc1nc2n[nH]c(C)c2c(=N)n1-c1cccc(C)c1	?
COc1ccccc1C(=O)Nc1cccc(C(=O)OCc2cc(=O)n3cc(C)sc3n2)c1	0%
CCc1ccc(CNC(=O)CSc2cc(=O)n(C)c3ccc(Cl)cc23)cc1	34%[activator]
O=C(c1ccc2c(c1)N(Cc1ccc(Cl)cc1)C(=O)c1ccccc1S2(=O)=O)N1CCCCC1	?
Cc1cccc(NC(=O)Cn2cc(C(=O)c3ccccc3)c3ccccc32)c1C	?
O=C(O)c1cc2cn(C3CC3)cc2s1	15%
SMILES	Pf Dd2 inh
COc1ccc(C(=O)N[C@@H]2CCC[C@@H]2C(=O)N2CCN(c3ccccc3OC)CC2)cc1	i
COc1ccccc1CNC(=O)CSc1cc(C)[nH]c(=O)n1	6%
Cc1ncc2c(c1CNC(=O)c1ccc3c(c1)OCO3)CCN(C(=O)c1coc3c1C(=O)CCC3)C2	-3%
Cc1noc(C)c1[S+](=O)([O-])N1CCC2(CC1)COc1ccccc1NC2=O	8.9µM*
COCCNc1ccc2nnc(C)n2n1	i
CN1CCN(C(CNC(=O)c2ccccc2)c2ccc3c(c2)OCO3)CC1 (stereo unspecified)	-17%
Cc1nc(C)c(C(=O)N2CCC(Cc3noc(C4CC4)n3)C2)s1 (stereo unspecified)	i
Cc1ccc(S(=O)(=O)c2nnn3c2nc(NCCCOC(C)C)c2ccccc23)cc1C	?
CN(C)C[C@@H]1CN(c2ncccn2)C[C@H]1NC(=O)c1ccncn1	-3%
CCCn1cc(-c2ccncc2)cc1C(=O)N1CCN(C)CC1	i
O=C(COc1ccccc1)N[C@H]1CO[C@H]2[C@@H]1OC[C@@H]2n1nnnc1Oc1ccc(-n2ccnc2)cc1	-11%
O=C1Nc2ccccc2Oc2cc(Oc3ccc(Cl)cc3)ccc21	i
Cc1ccccc1S(=O)(=O)N(C)CC1CCOC1 (stereo unspecified)	9%
O=C(O)c1cc(-c2cccc(CO)c2)cc(S(=O)(=O)NC2CCCC2)c1	-17%
Cn1nc2n(c1=O)CCC(NC(=O)c1nn(C)c3ccccc13)CC2 (stereo unspecified)	14%
CO[C@H]1[C@H](NC(=O)c2ccc(F)cc2)c2ccccc2C12CCNCC2	8%
COC(=O)CNC(=O)C1=NOC2CN(C(=O)C3CC3)CC12 (stereo unspecified)	5%
COc1ccc(CNC(=O)c2cc3c(N4CCCC4)nc(C)cn3n2)cc1	6%
CC(=O)Nc1ccc(CN2CCC(N3Cc4ccccc4C3=O)CC2)cc1	0%
Cc1ccc(NC(=O)Cn2c(=O)n(CCCCCC(=O)NCc3ccc(F)cc3)c(=O)c3sccc32)c(C)c1	-12%
Cc1ccc(Cl)cc1NC(=O)N1CCN(C)c2ncccc21	4%
CNC(=O)CC1CCOC2(CCN(C(=O)Nc3ccc4c(c3)OCCO4)CC2)C1 (stereo unspecified)	i
CC1(C(=O)NCCN2CCOCC2)CCCc2cnc(NCc3ccccc3)nc21 (stereo unspecified)	i
Cc1cccc(C)c1NC(=O)N1CCC2(CC1)SCC(=O)N2Cc1ccccc1	-7%
CC(=O)c1cccc(NC(=O)C2=CC(c3ccco3)=NS(=O)(=O)N2C)c1	-6%

The last 7 compounds of the part above are carried over, then new ones follow.
SMILES	Pf Dd2 inh
CC(=O)Nc1ccc(CN2CCC(N3Cc4ccccc4C3=O)CC2)cc1	0%
Cc1ccc(NC(=O)Cn2c(=O)n(CCCCCC(=O)NCc3ccc(F)cc3)c(=O)c3sccc32)c(C)c1	-12%
Cc1ccc(Cl)cc1NC(=O)N1CCN(C)c2ncccc21	4%
CNC(=O)CC1CCOC2(CCN(C(=O)Nc3ccc4c(c3)OCCO4)CC2)C1 (stereo unspecified)	i
CC1(C(=O)NCCN2CCOCC2)CCCc2cnc(NCc3ccccc3)nc21 (stereo unspecified)	i
Cc1cccc(C)c1NC(=O)N1CCC2(CC1)SCC(=O)N2Cc1ccccc1	-7%
CC(=O)c1cccc(NC(=O)C2=CC(c3ccco3)=NS(=O)(=O)N2C)c1	-6%
COc1ccccc1CN1CCCC12Cc1ccccc1CNC2=O (stereo unspecified)	?
COc1ccc(-c2cn3c(n2)sc2cc(C(=O)N4CCCCC4)ccc23)cc1	i
COc1cc(NC(=S)N[C@H]2CO[C@H]3[C@@H]2OC[C@@H]3n2nnnc2-c2cccc(OC)c2)cc(OC)c1	i
CN1Cc2cccn2CC1CNC(=O)c1cccs1 (stereo unspecified)	?
COc1ccc(-c2nnc3n2CCN(C(=O)c2ccc(F)cc2)C3)cc1	-2%
O=C(CSc1nc2c([nH]c3ccccc32)c(=O)n1-c1ccc(F)cc1)NCc1ccc(F)cc1	?
O=C(NCCOc1ccccc1)c1nc2c(o1)CCN(Cc1cccs1)CC2	i
CCOCCCNC(=O)C1CCN(c2cnn(CC3CC3)c(=O)c2)C1 (stereo unspecified)	22%
COc1ccc(C(=O)Nc2ccc3c(c2)N(C2CCCC2)C(=O)c2ccccc2S3)cc1OC	?
CCCc1noc(-c2ccn3c(CNC(=O)Cc4cccc(F)c4)nnc3c2)n1	?
COc1ccc(C(=O)Nc2nc3c(s2)C[C@@H]2[C@](C)(CO)[C@H](O)CC[C@@]2(C)[C@@H]3CC(=O)N2CCC(C)CC2)cc1	?
Cc1ccccc1CNC(=O)c1ccc(-n2c(C)cc3c2CCCC3)cc1	10µM*
CCN(CC)CCNC(=O)Cn1ncc2c([nH]c3ccccc32)c1=O	89%[activator]
O=C(N[C@H](Cc1ccccc1)C1CC(O)C1)c1cnn(Cc2ccccc2)c1 (stereo partly specified)	-9%

Sorted by heavy-atom count (smallest number first): part of the list above.
SMILES	Pf Dd2 inh
CN1Cc2cccn2CC1CNC(=O)c1cccs1 (stereo unspecified)	?
COc1ccc(-c2cn3c(n2)sc2cc(C(=O)N4CCCCC4)ccc23)cc1	i
O=C(CSc1nc2c([nH]c3ccccc32)c(=O)n1-c1ccc(F)cc1)NCc1ccc(F)cc1	?

An excerpt (hit frequency here may not be typical).
